Bioassay records as filed in PubChem.
PLAP inhibitors HTS: PLAP enzyme inhibitors, biochemical, luminescence, HTS (AID 690); 0.08% of 96,000 active; purified PLAP, luminescent substrate; higher % means a stronger effect; one-dose inhibition, % at 20 µM; IC50 in µM for titrated hits; in the data active = a potency from the dose series; inactive = the rest, 99 in 100 with inhibition below about 30%; also: strong numbers were not always called active
Bcl-B displacement: displacers of TR3 peptide from Bcl-B, primary screen, selectivity assay for Bfl-1 inhibitor project, biochemical, fluorescence polarization; FP displacement of FITC-TR3 peptide from Bcl-B; higher % means a stronger effect; displacement, % at 20 µM; hits with a dose series show IC50 in µM; 0.11% of 96,000 active;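 active = displacement above 50% at 20 µM plus a fluorescence interference ratio under 1.5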;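 also: plate controls were wells without compound for no effect and wells lacking Bcl-B protein for full effect; a part of the inactive calls stands beside numbers as strong as those of hits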
MRP reversal: MRP-mediated drug resistance reversal | H69AR cells + 2 uM doxorubicin, CellTiter-Glo, 72 h | differential viability (reversal), % at 10 µM | 0.04% of 85,000 active | AID 602;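 active = viability drop by adding the cancer drug above about 55%, with treated viability meeting a 40% cutoff, limit read from the data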;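 also: viability without doxorubicin minus viability with 2 µM doxorubicin for each compound; larger differential means the compound sensitizes cells more to doxorubicin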
IL1B NFkB inh: blocks IL-1B driven NFkB nuclear translocation in HUVEC cells; inhibition, % at 2 µM; 0.43% of 94,000 active; HUVEC IL-1B NFkB p65 nuclear translocation imaging;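 active = inhibition above about 30% together with a positive call from visual inspection of the well image, limit read from the data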;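 also: nuclear over cytoplasmic p65 intensity ratio measured by imaging; 0% = IL-1B stimulated DMSO wells and 100% = unstimulated DMSO wells; values of inactives mirror those of a sister screen read the other way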
IL1B NFkB pot: enhances IL-1B driven NFkB nuclear translocation | HUVEC IL-1B NFkB p65 nuclear translocation imaging | activation, % at 2 µM | 0.3% of 94,000 active | AID 819;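 active = activation above 40%, about the mean plus 3 SD, also judged a hit on visual image review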;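 also: percent activation is computed from the nuclear over cytoplasmic p65 intensity ratio; values of inactives mirror those of a sister screen read the other way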
MRP reversal cytotoxicity: second read-out of MRP reversal, no call of its own (marks repeat the call); viability, %; H69AR cells, CellTiter-Glo, 72 h; measured here: cytotoxicity without doxorubicin
MRP reversal with doxorubicin: further read-out of MRP reversal, marked with its call; viability, %; measured here: viability with 2 uM doxorubicin; active compounds read low
IL1B NFkB inh cell count 2 µM: second read-out of IL1B NFkB inh, no call of its own (marks repeat the call); cell count; measured here: cells passing quality filter;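 raw number of nuclei counted in each imaged well without normalization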
IL1B NFkB pot cell count 2 µM: recorded beside IL1B NFkB pot, whose call it bears; cell count; measured here: cells passing quality filter
Numbers without * were called inactive; · = no result given. These rows are one share of the data; rates above refer to the full screens.

SMILES	PLAP inhibitors HTS	Bcl-B displacement	MRP reversal	MRP reversal cytotoxicity	MRP reversal with doxorubicin	IL1B NFkB inh	IL1B NFkB inh cell count 2 µM	IL1B NFkB pot	IL1B NFkB pot cell count 2 µM
COc1cccc(C2CC(c3c(-c4ccccc4)c4cc(Cl)ccc4[nH]c3=O)=NN2S(C)(=O)=O)c1OC (stereo not drawn)	-72%	-186%	-12	22	33	12	198	-12	198
CCCCOc1ccc(-c2ncc(C(=O)OCC)c(N)n2)cc1	16%	-7%	11	100	90	4	172	-4	172
Cc1c(NC(=O)C(C)NCC2CCCO2)c(=O)n(-c2ccccc2)n1C (stereo not drawn)	-5%	0%	10	93	84	-1	153	1	153
Cc1c2cnn(-c3ccccc3)c(=O)c2c(C)n1CCCC(=O)N1CCN(c2ncccn2)CC1	-34%	-10%	·	·	·	·	·	·	·
CCc1c(C)[nH]c(=S)c(C#N)c1C	-1%	4%	7	92	86	·	·	·	·
Cc1ccc(NC(=S)N2CCN(Cc3ccc4c(c3)OCO4)CC2)c(C)c1	·	·	·	·	·	-9	202	9	202
CCOC(=O)c1cc(NC(=O)SCC(=O)O)c(C)nc1C	5%	6%	-24	83	107	6	103	-6	103
CN(C(=O)COc1ccccc1)c1nnc(-c2cccnc2)s1	4%	-7%	2	94	92	-13	103	13	103
COc1ccc(S(=O)(=O)Nc2ccc(F)cc2)c(C)c1C	-17%	-4%	13	101	88	74*	181*	-74	181
Cc1ccc(N(CC(=O)NC2CC3CCC2C3)S(C)(=O)=O)cc1C (stereo not drawn)	-43%	-13%	-8	83	91	5	131	-5	131
Cn1c(Oc2ccccc2)c(C=O)c2ccccc21	22%	-2%	·	·	·	4	158	-4	158
CCCc1ccc(C(=O)N2CCN(c3ccccc3OCC)CC2)cc1	-24%	3%	4	81	77	0	88	0	88
Cc1ccc(CNC(=O)CCC(=O)c2cccs2)cc1	-10%	-3%	·	·	·	-22	154	22	154
Cc1nc2nc(NCc3cccs3)nn2c(C)c1Cl	16%	-3%	8	89	81	-7	180	7	180
O=C(c1ccc(Cl)c(S(=O)(=O)NCc2ccccc2)c1)N1CCN(c2ccccn2)CC1	-13%	-2%	-57	21	78	-6	126	6	126
CN(C(=O)CSc1nc2c(c(=O)[nH]1)CCCC2)C1CCCCC1	-22%	1%	2	76	74	-7	179	7	179
O=C(Nc1ccc2c(c1)OCO2)Nc1ccc(Cl)cc1Cl	17%	-1%	-14	67	81	7	45	-7	45
CCOc1ccccc1-n1c(SCC(N)=O)nnc1-c1ccc(O)cc1	-5%	1%	-9	93	102	4	150	-4	150
OCC#Cc1cnc2ccccc2c1	-3%	-1%	8	96	87	6	114	-6	114
CC(O)(CS(=O)(=O)Cc1ccccc1)C(=O)Nc1ccc(C(F)(F)F)cc1 (stereo not drawn)	-18%	8%	·	·	·	-13	217	13	217
O=C(CN1CCCCC1)Nc1cccc(-n2cnnn2)c1	-4%	6%	·	·	·	-2	72	3	72
CC(C)(C)N1C(=O)c2ccccc2NC(=O)N1Cc1ccc(Br)cc1	3%	7%	5	94	88	-14	178	13	178
C=CCn1c(C)cc(C(=O)COc2nncc3ccccc23)c1C	-42%	-7%	-21	97	118	-10	134	10	134
CC(=O)N(c1cccc(Br)c1)C1C=CS(=O)(=O)C1 (stereo not drawn)	6%	-6%	-7	96	102	-4	108	4	108
COc1ccc(-n2ncc3c(NCCN4CCOCC4)ncnc32)cc1	5%	-8%	-2	85	87	-1	160	1	160
COc1ccc(-c2noc(-c3ccco3)n2)cc1OC	7%	-4%	5	96	91	-5	149	5	149
CCCc1ccc(C(=O)NNC(=O)c2ccc(Cl)cc2)cc1	-6%	-1%	·	·	·	0	124	0	124
NC(=O)c1ccccc1N/C=C/C(=O)c1ccccc1	3%	26%	10	88	78	-26	147	26	147
O=C(Cc1cccs1)Nc1nnc(COc2ccccc2)s1	·	·	9	104	96	4	106	-4	106
CCOC(=O)c1ccccc1NC(=O)c1cccs1	-4%	8%	12	95	83	-4	110	4	110
Cc1ccccc1NC(=O)C1C2CCCC1C2c1ccccc1 (stereo not drawn)	-9%	-11%	·	·	·	4	86	-4	86
ON1C2CCCCC2N(O)C1c1c(F)c(F)c(F)c(F)c1F (stereo not drawn)	17%	-2%	7	92	85	-8	125	8	125
Cc1csc(NC(=O)CSc2nnc(-c3ccccn3)n2-c2ccc(C)c(C)c2)n1	-50%	7%	0	77	77	-8	194	8	194
COc1ccccc1C(=O)O/N=C1/CCCc2c1ccc(OC)c2[N+](=O)[O-]	-9%	8%	-14	63	77	-6	171	6	171
CCCC(=O)NCCc1cc2ccc(OC)cc2[nH]c1=O	12%	-3%	·	·	·	-12	123	12	123
Cc1ccc(C(=O)c2nocc2C(=O)c2cccs2)cc1	-6%	3%	8	96	89	1	125	-1	125
CC(/C=N/NC(=O)c1cc(-c2ccncc2)nc2ccccc12)=C\c1ccco1	-53%	-18%	·	·	·	30	95	-30	95
COc1ccc(CCNC(=O)COc2ccc(S(=O)(=O)N3CCOCC3)cc2)cc1	-17%	0%	4	99	95	-9	118	9	118
CC1(C)NC(=O)N(CC(O)COc2ccc(-c3ccccc3)cc2)C1=O (stereo not drawn)	-10%	1%	5	81	76	-9	127	9	127
COc1ccc2occ(C(=O)c3coc4ccc(O)c(CN(C)C)c34)c2c1	-33%	-15%	-9	49	58	-1	119	1	119
N#Cc1ccccc1Sc1ccccc1C(=O)OCc1nnc(-c2ccccc2)o1	-28%	1%	2	75	73	-2	192	2	192
CCOC(=O)c1cnc(-n2nc(C)cc2C)nc1N1CCOCC1	-19%	14%	10	98	88	-11	72	11	72
O=C(CNS(=O)(=O)c1cccc(C(F)(F)F)c1)Nc1ccccc1F	-16%	3%	6	89	84	-31	112	31	112
O=C(NCCCn1ccnc1)C(=O)NCc1ccc(Cl)cc1	·	·	5	109	104	-21	143	21	143
CCNC(=O)C1CC(=O)OC12CCCCC2 (stereo not drawn)	13%	-6%	18	101	84	-4	159	4	159
Cn1c(N2C(=O)CC(Cc3ccccc3)C2=O)nc2ccccc21 (stereo not drawn)	·	·	-3	94	97	-14	142	14	142
CCOc1ccc(C2C=C(c3ccc(C)cc3)Nc3ncnn32)cc1 (stereo not drawn)	-39%	21%	-3	79	82	-23	121	23	121
Cc1cccc(NC(=O)c2cc(Cl)nc3ccccc23)c1	12%	-3%	·	·	·	4	141	-5	141
COc1ccccc1-c1nnc(SCC(=O)Nc2nc(-c3ccccc3)cs2)n1C	-79%	4%	-5	86	91	6	193	-7	193
COc1cccc(NS(=O)(=O)c2ccc(Br)s2)c1	-4%	-17%	·	·	·	·	·	·	·
C=CCNc1nc(NC(C)(C)CO)nc(OC)n1	·	·	-5	92	98	6	101	-6	101
COc1ccccc1C(=O)N1CCN(C(=O)c2ccncc2)CC1	0%	-5%	2	98	96	-8	143	8	143
CC(C)NC(=O)COc1ccc(/C=N/NS(=O)(=O)c2ccccc2)cc1	-13%	-16%	·	·	·	-3	132	-5	148
COc1ccc(CC(=O)Nc2ccc(-c3noc(COc4ccccc4C)n3)cc2)cc1	16%	-12%	9	84	75	·	·	·	·
COCCNCC#CCOc1ccc(OC)cc1	14%	-1%	11	86	75	-5	137	5	137
CC(C)C(C)(C#N)NC(=O)CSc1nnc(-c2ccncc2)n1Cc1ccccc1 (stereo not drawn)	-39%	-3%	0	94	94	-13	222	13	222
COCCNc1nc2c(c(=O)n(Cc3ccc(OC)cc3)c(=O)n2C)n1C	-46%	6%	8	99	91	·	·	·	·
COCCCN1C(=O)C(=O)/C(=C(/O)c2ccc3c(c2)CC(C)O3)C1c1cccnc1 (stereo not drawn)	-20%	1%	5	96	90	10	113	-9	113
COc1ccccc1OCCNC(=O)c1ccccc1C	27%	-1%	-1	97	98	-26	140	26	140
O=C(CN1CCN(c2ccccc2)CC1)Nc1ccc(OCc2ccccc2)cc1	11%	-2%	15	103	88	·	·	·	·
Further results follow.
SMILES	PLAP inhibitors HTS	Bcl-B displacement	MRP reversal	MRP reversal cytotoxicity	MRP reversal with doxorubicin	IL1B NFkB inh	IL1B NFkB inh cell count 2 µM	IL1B NFkB pot	IL1B NFkB pot cell count 2 µM
CC(C)[C@H](NC(=O)Nc1ccc(Oc2ccccc2)cc1)C(=O)O	-42%	3%	-3	93	96	-4	136	4	136
COc1ccc(OC)c(NC(=O)CCCN2C(=O)C3C4C=CC(C4)C3C2=O)c1 (stereo not drawn)	-16%	-1%	-13	97	111	-2	167	2	167
CNCCOc1ccccc1C(C)(C)C	-5%	2%	-11	81	93	-40	197	40	197
CC(=O)Nc1ccc(NC(=O)C(C)OC(=O)CCC(=O)c2ccc(F)cc2)cc1 (stereo not drawn)	-27%	2%	·	·	·	-14	181	14	181
Cc1ccc(NC(=O)c2cc(NC(=O)c3ccco3)ccc2N2CCOCC2)cc1Cl	-6%	1%	4	67	62	-11	187	11	187
O=C(Nc1cccnc1Cl)c1ccc(S(=O)(=O)N2CCCCCC2)cc1	5%	0%	·	·	·	-13	178	13	178
Nc1nc(SCc2ccc(Cl)cc2Cl)n[nH]1	-42%	-9%	10	82	72	4	168	-4	168
COC(=O)c1sc(NC(=O)C(C)C)c(C(=O)OC)c1C	-4%	-9%	-2	83	85	-24	100	24	100
CCc1ccc(CNC(=O)c2cc3c(C)nc4ccccc4c3o2)cc1	-50%	2%	-6	98	104	-9	49	9	49
COc1cc(NC(=O)C2CC2C)c(C(=O)O)cc1OC (stereo not drawn)	-8%	-9%	·	·	·	-2	142	2	142
CCOC(=O)c1ccccc1OCc1cc(/C=N/n2cncn2)ccc1OC	·	·	-38	34	72	-15	158	15	158
Cc1cc(C)nc(SCC(=O)NC2=NN=C(c3ccc(Br)cc3)CS2)n1	2%	-16%	·	·	·	-14	153	13	153
CCOC(=O)CNC(=O)Nc1ccccc1C(=O)OC	4%	7%	-16	93	109	3	145	-3	145
CCCCNC(=O)OC(C)CNC(=O)Oc1cccc(C)c1 (stereo not drawn)	-7%	-7%	-9	85	94	·	·	·	·
COc1cccc(-c2cc(C(=O)Nc3cnn(Cc4ccccc4C)c3)no2)c1	-3%	3%	·	·	·	6	204	-6	204
Cc1ccc(C2CC2c2n[nH]c(=S)n2-c2ccc(C)cc2)cc1 (stereo not drawn)	-113%	2%	·	·	·	-30	199	30	199
CCOCCc1nnc(NC(=O)C(CC)c2ccccc2)s1 (stereo not drawn)	-21%	-2%	12	95	84	-6	180	6	180
O=C(Nc1cccc(Br)c1)c1ccc(CSc2ccccc2)cc1	-22%	-14%	·	·	·	2	146	-2	146
CC1CC(C)CN(S(=O)(=O)c2ccc3c(c2)oc(=O)n3CC(=O)N2CCOCC2)C1 (stereo not drawn)	-17%	15%	7	93	87	10	163	-10	163
Cc1noc(NS(=O)(=O)c2ccc(NC(=O)CCC3CCCCC3)cc2)c1C	9%	-15%	21	112	91	2	162	-1	162

One compound at a time, as listed above:
`Cc1noc(NS(=O)(=O)c2ccc(NC(=O)CCC3CCCCC3)cc2)c1C` across the screens: PLAP inhibitors HTS: 9%; Bcl-B displacement: -15%; MRP reversal: 21; MRP reversal cytotoxicity: 112; MRP reversal with doxorubicin: 91; IL1B NFkB inh: 2; IL1B NFkB inh cell count 2 µM: 162; IL1B NFkB pot: -1; IL1B NFkB pot cell count 2 µM: 162
`CCOCCc1nnc(NC(=O)C(CC)c2ccccc2)s1` (stereo not drawn) across the screens: PLAP inhibitors HTS: -21%; Bcl-B displacement: -2%; MRP reversal: 12; MRP reversal cytotoxicity: 95; MRP reversal with doxorubicin: 84; IL1B NFkB inh: -6; IL1B NFkB inh cell count 2 µM: 180; IL1B NFkB pot: 6; IL1B NFkB pot cell count 2 µM: 180
